HCV inh – blocks hepatitis C virus. Huh7.5.1 HCVcc-Cre infection, luciferase reporter, 44 h. Potency, µM (titrated, usually from 41.8 µM), inactives show at the top dose activity change, negative = inhibition, hits mostly inhibitors. 340,000 compounds, 3.4% hits. AID 651820; also: potency is read from the fitted curve at half-maximal effect; % is scaled to controls: 0 for no effect and ±100 for the full control effect
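Infectious HCV cell culture screen: compound-treated cells (1,000/well, pre-plated 4 h) are infected with HCVcc-Cre at roughly 0.5 moi and grown 44 h. Infection is quantified by luciferase signal after 15 min substrate incubation at room temperature.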
LmPK inhibitor – LmPK (Leishmania mexicana) enzyme inhibition. AID 1721. Q27686. Potency, µM (highest dose often 57.5 µM), inactives show top-dose activity change, negative = inhibition, most hits filed as inhibitors. 290,000 compounds, 0.37% hits. purified LmPK, Kinase-Glo ATP luminescence, 1 h; also: potency is read from the fitted curve at half-maximal effect; % is scaled to controls: 0 for no effect and ±100 for the full control effect
Target sequence (Q27686 whole entry, looked up): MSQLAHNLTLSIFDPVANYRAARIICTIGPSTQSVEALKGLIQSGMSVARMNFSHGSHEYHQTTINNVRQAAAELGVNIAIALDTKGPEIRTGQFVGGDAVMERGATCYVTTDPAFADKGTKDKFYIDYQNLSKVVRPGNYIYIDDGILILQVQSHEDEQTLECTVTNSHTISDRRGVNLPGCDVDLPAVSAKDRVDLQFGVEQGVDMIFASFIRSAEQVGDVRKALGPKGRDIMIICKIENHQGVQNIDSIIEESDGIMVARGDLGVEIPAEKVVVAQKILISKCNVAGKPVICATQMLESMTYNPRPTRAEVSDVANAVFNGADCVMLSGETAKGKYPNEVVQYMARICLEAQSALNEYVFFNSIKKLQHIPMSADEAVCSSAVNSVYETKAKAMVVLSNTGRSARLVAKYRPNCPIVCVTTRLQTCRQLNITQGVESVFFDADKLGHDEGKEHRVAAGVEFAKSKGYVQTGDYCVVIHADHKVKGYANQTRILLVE
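qHTS format; LmPK 0.1 nM; substrates PEP 0.5 mM and ADP 0.1 mM. One-hour room-temperature incubation, then coupled luciferase luminescence; 0.5 nM enzyme wells mark activation.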
Pf growth 96h – P. falciparum growth inhibition at 96 hour, primary screen for plastid delayed-death inhibitors; Potency, µM (highest dose often 28.7 µM), for the others: at the top dose activity change, negative = inhibition, actives largely listed as inhibitors; 320,000 compounds, 6.9% hits; P. falciparum luciferase reporter growth, 96 h; also: potency is read from the fitted curve at half-maximal effect; % is scaled to controls: 0 for no effect and ±100 for the full control effect
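Two-generation exposure (96 h) targets delayed-death phenotype. Reporter parasites carrying integrated firefly luciferase, in red cells at 2% hematocrit and 0.05% parasitemia final, kept at 37 C, 5% CO2; luminescence loss indicates inhibition.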
Shiga inhibitor – Shiga toxin inhibition; Vero cells, Shiga toxin protein synthesis inhibition reporter; inhibition, % at 38.7 µM; 290,000 compounds, 9.2% hits; AID 2315; in the data active = inhibition mostly above about 28%, no sharp cut-off; inactive = mostly below about 43%; also: 0% is about no effect
Tb PYK inh – inhibitors of Trypanosoma brucei pyruvate kinase; AID 624173; TbPYK enzyme, Kinase-Glo Plus ATP luminescence, 45 min; 410,000 compounds, 0.12% hits; Q57TT1; Potency, µM (doses to about 76.8 µM), for inactives: at the highest dose activity, negative = inhibition, most hits filed as inhibitors; also: potency is read from the fitted curve at half-maximal effect; % is scaled to controls: 0 for no effect and ±100 for the full control effect; nearly all actives have a fitted effect of over 50% in size
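TbPYK + substrate in 50 mM TEA pH 7.2, 100 mM KCl, 10 mM MgCl2, 0.05% BSA, 0.01% Tween-20; cpd pinned; ADP 130 uM final; 45 min RT; Kinase-Glo Plus 10 min; luminescence endpoint.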
Cycloheximide cs – counter-screen for Shiga toxin inhibitors: cycloheximide protein synthesis inhibition | cell reporter, cycloheximide protein synthesis inhibition counterscreen | max response, % | 300,000 compounds, 12% hits; in the data active = max response mostly above about 13%, no sharp cut-off; inactive = mostly below about 14%; also: read at 38.3 µM for the half of the compounds with a filed dose; 0% is about no effect
Pf growth 48h – inhibits P. falciparum growth in the first generation, 48 h. 310,000 compounds, 5.9% hits. P. falciparum luciferase growth in erythrocytes, 48 h. Potency, µM (titrated, usually from 28.7 µM), for the others: top-dose activity change, negative = inhibition, most hits filed as inhibitors. AID 504832; also: potency is read from the fitted curve at half-maximal effect; % is scaled to controls: 0 for no effect and ±100 for the full control effect
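Here the parasites carry a stable luciferase gene and grow inside erythrocytes in Albumax-based RPMI medium with compound for one erythrocytic cycle. Activity is scored as loss of luminescent signal.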
Starred values were filed as active, the others as inactive; ? = inconclusive; . = not tested or not shown; & = joins results of further samples; [ ] = dose if it differs, or a comment. Unless noted, calls follow the shape of the dose curve; as a rule, active = well fitted curve in the direction sought with a large enough effect; inconclusive = small, poorly fitted or top-dose-only effect, or another doubt; inactive = no such curve, though single readings can be large; an effect the other way counts as inactive or inconclusive. Compounds as they come, and some 24% of all compounds hit somewhere here.

SMILES	HCV inh	LmPK inhibitor	Pf growth 96h	Shiga inhibitor	Tb PYK inh	Cycloheximide cs	Pf growth 48h
Cc1cccc(CSc2nc3c(c(=O)n2C)SCC3)c1	?	-1%[11.5 µM]	?	-3	-7%	9	-24%
CSc1ccc(CCNC(=O)C2CCCN(S(=O)(=O)N3CCOCC3)C2)cc1 (stereo unspecified)	11%	2%	32%[activator]	-1	1%	-1	?
CCOC(=O)c1sc(=S)n(CC)c1N	-6%	-4%	-12%	-8	5%	-3	22%
O=C(O)C1c2ccccc2C(=O)N(Cc2ccc(F)cc2)C1c1ccncc1 (stereo unspecified)	16%	-6%	0%	-4	1%	1	-5%
O=C(CSc1ccc2ccccc2n1)Nc1nsc(-c2ccc(Cl)cc2)n1	39%[activator]	-2%	1%	-7	2%&-1%	-2	19%
COc1cc(/C=C(/C#N)c2nc3ccccc3c(=O)[nH]2)ccc1O	3%	-10%	?	14	-1%	-6	25%
Nc1nccnc1C(=O)N/N=C/c1ccco1	21%	?	62%[activator]	93*	-10%	63*	76%[activator]
OC(COc1ccc2c(c1)OCO2)CN1CCc2ccccc2C1 (stereo unspecified)	-14%	4%	11%	29	6%	-2	55%[activator]
O=C(Nc1ccc(-c2ccc3nncn3n2)cc1)C1CCCCC1	-2%	4%	?	35	-6%	16*	16%
COc1ccc(NC(=O)c2cc(-c3ccccc3)on2)cc1	4%	36%	149%[activator]	.	-2%	19*	85%[activator]
O=C(O)c1nnn(-c2ccc(F)cc2F)c1-c1ccccc1	?	-4%	17%	-5	1%	-3	.
O=C(/C=C/c1ccccc1)NC1CCS(=O)(=O)C1 (stereo unspecified)	-1%	4%	0%	-3	-2%	7	3%
COC(=O)N/N=C/c1c(C)cc(C)cc1C	-7%	0%	22%	16	-2%	1	-2%
O=c1[nH]cnc2c1cnn2Cc1ccccc1Cl	8%	-1%	19%	-6	-5%	-1	24%
Cc1oc(CN2CCOCC2)cc1C(=O)O	10%	1%	17%	13	-5%	-3	0%
O=C(O)C12CC3CC(C1)CC(n1cnc(Cl)n1)(C3)C2	6%	-2%	-20%	-11	-2%	-1	-6%
CC(=O)[C@@H]1[C@@H](C(=O)c2ccc(C)cc2)[C@]2(C(=O)Nc3ccccc32)[C@H]2C=Cc3cc(F)ccc3N12	?	2%	?	11	-23%	1	?
COc1cccc(CN2CCN(C(=O)c3ccc(-c4ccccc4)cc3)CC2)c1	?	0%	10%	-2	16%	-3	-2%
CC1(C)CC(N2CCN(c3ccccc3)CC2)=CC(=[N+]2CCCC2)C1	?	-6%	6%	-15	-3%	-9	1.7µM*
Cc1ccc(N2CCCC2=O)cc1S(=O)(=O)N1CCOCC1	2%	-3%	?	-1	-1%	-2	-5%
O=C(Nc1ccccc1C(=O)OCC(=O)c1c[nH]c2ccccc12)c1ccco1	?	1%	?	82*	0%	57*	18%
CS(=O)(=O)Cc1nc2ccccc2oc1=O	-19%	2%	6.6µM*	30	3%	-3	?
CCOc1ccc(CN(C)C(=O)c2cccc(S(=O)(=O)N3CCCC3)c2)cc1OC	15%	.	-29%	.	0%	.	-27%
CSc1ccc(CN(C)CC(=O)NCCc2ccccc2)cc1	?	0%	64%[activator]	33	-4%	6	-17%
COC(=O)C1(C)NC(c2ccccc2OC)C2C(=O)N(c3ccccc3)C(=O)C21 (stereo unspecified)	4%	-5%	26%	-11	2%	-4	-8%
Cc1cc(C)nc(SCc2nnc(SCC(=O)N3CCCc4ccccc43)n2C)n1	11µM*	1%	123%[activator]	-4	3%	1	?
COc1ccc(N2C(=O)CC(Sc3nnc(-c4ccccc4F)n3C)C2=O)cc1 (stereo unspecified)	16%	-2%	1%	-4	-9%	12	11%
COc1ccc2oc(=O)cc(CN3CCOCC3)c2c1	5%	4%	?	.	3%	-3	-29%
Cc1ccc(C2C(C#N)=C(N)Oc3n[nH]c(-c4cccs4)c32)cc1 (stereo unspecified)	10%	4%	?	-2	-3%	-3	?
CC(=O)Oc1ccc(C(=O)[C@H]2[C@H]3C(=O)N(c4ccc5ccccc5c4)C(=O)[C@H]3[C@@H]3C=CC=NN32)cc1	3%	0%	219%[activator]	41	-13%	37*	26%
O=C(Nc1cc(S(=O)(=O)N2CCCCC2)ccc1N1CCOCC1)c1ccc(C(F)(F)F)cc1	-14%	.	13µM*	.	-6%	.	9.3µM*
CCCCn1c(C)csc1=Nc1cccnc1	6%	-1%	?	9	-9%	-3	-1%
O=C(CCC1CCN(C(=O)c2cc(C(F)(F)F)ccc2Cl)CC1)NC1CC1	0%	7%	-31%	1	3%	-5	-37%
COC(=O)C1=C(C)NC(C)=C(C(=O)OC)C1C(=O)OC(C)C(=O)c1ccccc1 (stereo unspecified)	15%&4%	1%	?	-1	3%&-1%	1	?
CCOC(=O)Cn1cnc2sc(C(=O)OC)c(C)c2c1=O	19%	0%	60%	25*	-3%	11	14%
CCOc1cc(NC(=O)C2CC2)c(OCC)cc1NC(=O)c1cc(OC)c(OC)c(OC)c1	?	-3%	-19%	-3	7%	-3	-13%
Cc1cc(C(=O)NCCC2=CCCCC2)no1	36%[activator]	-7%	20%	91*	5%	45*	20%
O=C(COc1ccc(S(=O)(=O)N2CCOCC2)cc1)Nc1ccccc1Cl	-29%	-8%	4%	-1	4%	-6	?
O=C1[O][Bi][O]c2ccccc21	.	.	21%	.	1%	.	5%
O=C1CCCN2N=C(SCC(=O)Nc3nc4ccccc4s3)SC2=N1	?	0%	-27%	-2	-19%	-1	8%[1.15 µM]
O=C1C(NS(=O)(=O)c2ccc(Br)cc2)=C(N2CCCCC2)C(=O)c2ccccc21	?	-6%	9.3µM*	-4	-8%	-2	12µM*
Cn1c2ccc(F)cc2c2nc3ccccc3nc21	?	-15%	?	2	-7%	11	4%
Cc1nn(C)cc1S(=O)(=O)Nc1ccc(F)c(F)c1	11%	3%	-14%	-18	2%	-2	-26%
CCC(CCC(=O)Nc1ccn(-c2ccccc2)n1)C(=O)O (stereo unspecified)	11%	0%	-21%	23	0%	11	18%
CCc1cc(C(=O)COc2ccccc2F)c(O)cc1O	-3%	1%	?	16	12%	28*	?
COc1ccc(OC(=O)c2cn(C)nc2C(F)(F)F)cc1	5%	0%	.	26	2%	14	-8%
CCOc1ccc(CCNC(=O)c2cccc(-n3cnnn3)c2)cc1OCC	?	.	?	.	3%	.	?
O=C(O)CC12C[C@H]3C[C@@H](C1)CC(n1ncc(N4CCN(c5ccccc5)CC4)c(Cl)c1=O)(C3)C2	5%	1%	?	-7	-14%	4	48%[activator]
O=c1cc(O)nc[nH]1	7%	-1%	59%[activator]	-7	-1%	-1	-10%
Cc1ccccc1OC(C)C(=O)Nc1ccc(S(=O)(=O)N2CCCC2)cc1 (stereo unspecified)	?	-8%	-12%	13	0%	-1	?
Cc1ccccc1-c1nc(CN2CCC(C(=O)NCCCN3CCCC(C)C3)CC2)c(C)o1 (stereo unspecified)	5µM*	-1%	9%	-3	4%	-5	?
Cc1noc(C)c1CS(=O)(=O)c1ccc(Br)cc1	35%[activator]	4%	33%[activator]	-13	9%	-6	-4%
Cc1c(C#N)c(O)n(CCO)c(=O)c1N=Nc1ccccc1	-13%	-1%	35%[activator]	-19	0%	-1	20%
O=C(Oc1ccc(OC(=O)N2CCCCC2)cc1)N1CCCCC1	.	-9%	?	-10	.	6	11%
COc1ccc(-c2csc(=NCCO)n2-c2ccccc2)cc1	?	3%	26%	71*	-8%	17*	-7%[0.00184 µM]
CCCCN(C)Cc1cc(=O)oc2ccc3ccccc3c12	-7%	8%	17%	-4	-8%	-2	-14%
Cc1cc(C)n2nc[n+](C)c2n1	0%	-4%	-23%	14	-6%	1	12%
O=C(COc1ccccc1-c1ccccc1)NCc1ccco1	-10%	4%	?	7	-2%	8	-5%

Assay outcomes as filed in PubChem BioAssay.
